Screens from PubChem BioAssay.
Dengue virus CPE: Dengue virus cytopathic effect inhibitors, cell-based, CPE readout, HTS (AID 540333) | Dengue virus CPE inhibition in host cells; active compounds read high | CPE inhibition, % at 20 µM | actives 3.1% (n = 10,000); in the data active = CPE inhibition mostly above about 9.1%, no sharp cut-off; inactive = mostly below about 7.2%
* marks the source's active call; other numbers are inactive results; i = inactive. Only part of the results is shown. The share of hits here may be higher or lower than overall.

Structure	Dengue virus CPE
Cc1c(Br)c(C(=O)N2CCc3ccccc32)nn1C	i
CCCC1=[N+](CC(=O)c2ccc(C)cc2)CCn2cccc21	1.5
Cc1ccc(NS(=O)(=O)c2cc([N+](=O)[O-])ccc2NNC(=S)Nc2cccc(Cl)c2)c(C)c1	1.5
CCOC(=O)c1[nH]c(C)c(C(=O)OCCOc2cccc(C)c2)c1C	1.2
COc1ccc(CNC(=O)COC(=O)C2CCC(C(C)(C)C)CC2)cc1 (stereo not drawn)	25*
O=C(c1cc2ccccc2oc1=O)N(c1ccccc1)C1C=CS(=O)(=O)C1 (stereo not drawn)	0.8
C(=N\Nc1nc2ccccc2s1)/c1ccc2c(c1)OCO2	0.5
CC1CCc2c(C(=O)Nc3ccc(OC(F)(F)F)cc3)csc2C1 (stereo not drawn)	2.8
CC(=O)c1cnc2c(-c3cccc(Br)c3)cnn2c1C	0.1
Cc1ccc(NC(=O)/C(Cl)=C/c2ccccc2)cc1C	i
COc1cc(NC(=O)c2cccs2)c(C(=O)OCC(=O)c2cc(C)n(-c3ccccc3)c2C)cc1OC	0.4
Cc1cc(NC(=O)CCc2ccccc2)c([N+](=O)[O-])cc1C	i
CCOC(=O)/C(=C/c1ccc(OC(=O)c2ccccc2)cc1)C(C)=O	11
O=C(CCCN1C(=O)c2cccc3cccc(c23)C1=O)N1CCN(c2ccccn2)CC1	i
c1ccc(-c2sc3ccccc3c2-c2ccc(OCCN3CCOCC3)cc2)cc1	3.0
COc1ccc(-c2csc(N3C(=O)C4C5c6ccccc6C(c6ccccc65)[C@@H]4C3=O)n2)cc1 (stereo partly drawn)	0.1
Cc1ccc(S(=O)(=O)N[C@H](C(=O)OCC(=O)NC(=O)Nc2ccc3c(c2)OCCO3)C(C)C)cc1	i
CCOc1ccc(C(=O)N/N=C/c2ccc(SC)cc2)cc1	0.2
C/C(=N/NC(=O)c1cnccn1)c1cccs1	0.3
O=C(CN1CCN(Cc2ccccc2Cl)CC1)N/N=C/C=C/c1ccccc1[N+](=O)[O-]	5.1
COc1cccc(/C=C/C(=O)c2ccc(NS(=O)(=O)c3ccc(C)cc3)cc2)c1	i
CCN(Cc1ccccc1)c1ccc(/C=N/N=C(N)N)cc1	i
O=C(O)COc1ccc(/C=N/n2cnc3scc(-c4cccs4)c3c2=O)cc1	i
CCOc1ncccc1C(=O)N(C)CC(=O)Nc1ccc(F)cc1	0.2
CCN(CC)S(=O)(=O)c1ccc(OC)c(NC(=O)CSc2cc(Cl)ccc2Cl)c1	0.5
CSc1ccccc1Sc1cc(C(=O)O)c2ccccc2n1	i
Cc1ccc(Nc2ccc(S(=O)(=O)N3CCOCC3)cc2[N+](=O)[O-])cc1C	1.2
CCOc1ccc(S(=O)(=O)N2CCN(c3ccccc3F)CC2)c2cccnc12	3.4
CC(=O)Nc1ccc(N=Nc2ccc(O)cc2)cc1	i
O=C1C(=O)N(O)C2CCCCC2N1O (stereo not drawn)	i
COc1ccccc1-n1cc(-c2ccc(Cl)cc2)[nH]c1=O	0.3
O=C(Cn1cc(C(F)(F)F)ccc1=O)N/N=C/c1ccc(Cl)cc1Cl	7.4
Cc1ccc(C(=O)NCCc2cccc(Cl)c2)cc1[N+](=O)[O-]	i
CCCCCCCN1CCC(=O)N([C@H](CO)CC(C)C)CC1	i
CCOC(=O)c1c(C)[nH]c(C(=O)NNC(=O)c2ccc(C(C)(C)C)cc2)c1C	1.3
NC(=O)Cc1nc(-c2ccc(Br)cc2)cs1	0.5
CC1=CN2C(=N)/C(=C\c3cn(CCCOc4ccccc4)c4ccccc34)C(=O)N=C2S1	1.1
CC1CCCC(C)N1/N=C/c1cc(Br)cc(Br)c1O (stereo not drawn)	4.1
C#Cc1ccc([C@@H]2C=C(C(=O)O)O[C@H](OCC)[C@H]2CCCO)cc1	1.1
Cc1cc(C)cc(-n2c(SCC(=O)Nc3cccc(S(=O)(=O)NC4=NCCCCC4)c3)nc3ccccc3c2=O)c1	0.5

Reprinted from the part before: six compounds, then new ones.
Structure	Dengue virus CPE
CCOC(=O)c1c(C)[nH]c(C(=O)NNC(=O)c2ccc(C(C)(C)C)cc2)c1C	1.3
NC(=O)Cc1nc(-c2ccc(Br)cc2)cs1	0.5
CC1=CN2C(=N)/C(=C\c3cn(CCCOc4ccccc4)c4ccccc34)C(=O)N=C2S1	1.1
CC1CCCC(C)N1/N=C/c1cc(Br)cc(Br)c1O (stereo not drawn)	4.1
C#Cc1ccc([C@@H]2C=C(C(=O)O)O[C@H](OCC)[C@H]2CCCO)cc1	1.1
Cc1cc(C)cc(-n2c(SCC(=O)Nc3cccc(S(=O)(=O)NC4=NCCCCC4)c3)nc3ccccc3c2=O)c1	0.5
O=C(COC(=O)/C=C/c1ccc([N+](=O)[O-])cc1)NC(c1ccccc1)c1ccccc1	i
CCOC(=O)/C(C#N)=C/c1c[nH]c2ccccc12	i
Cc1ccccc1S(=O)(=O)NCc1cccnc1	0.7
O=C(NC1CC1)C1=C[C@@H](c2ccc(C(F)(F)F)cc2)C[C@@H](OCCCCO)O1	i
Cc1c(C(=O)Nc2ccccc2)sc2nc[nH]c(=O)c12	0.7
CN(C)C1=NCCN1CCCC1CCCC1	0.3
C=CCNC(=S)NNC(=O)c1csc(CC)c1	i
CC(Sc1ccc(Cl)cc1)C(=O)Nc1ccccc1-c1ccccc1 (stereo not drawn)	5.4
CC(Nc1oc(-c2ccco2)nc1C#N)c1ccccc1 (stereo not drawn)	0.0
Cc1cccn2c(=O)c(/C=C(\C#N)C(N)=O)c(N3CCN(Cc4ccc5c(c4)OCO5)CC3)nc12	0.9
Cc1c(C(=O)O)cccc1-c1ccc(/C=N/Nc2ccc(Br)cc2)o1	i
CC1CCCCN1C(=O)c1ccc(COc2ccc([N+](=O)[O-])cc2)o1 (stereo not drawn)	0.1
Cc1cccc(NC(=S)NCc2ccco2)c1C	i
CC(/C=N/n1c(-c2ccc(Cl)cc2)n[nH]c1=S)=C\c1ccco1	0.5
Cc1cccc(NC(=S)NCCN2CCOCC2)c1	0.5
Cn1cc(C(=O)N/N=C/C=C/c2ccccc2)ccc1=O	0.9
CCC(=O)NCCCCCCCCCNC(=O)CC	i
Cc1cc(C=O)c(C)n1-c1ccc(Oc2ccc([N+](=O)[O-])cn2)cc1	0.1
CCN(CC)c1ncnnc1-c1ccccc1	0.3
COc1ccc(-c2cn(-c3ccc(OC)cc3)c3[n+]2-c2ccccc2CC3)cc1	1.9
Cc1cc(C(=O)COc2ccc(C#N)cc2)c(C)n1-c1ccc2c(c1)OCO2	9.1
CC(C)NC(=O)Nc1cccc2c1O[C@H](CN(C)C(=O)Nc1ccccc1)[C@@H](C)CN([C@H](C)CO)C2=O	0.1
CCOC(=O)CSCC(=O)N1N=C(c2cccs2)CC1c1ccc(F)cc1 (stereo not drawn)	4.3
CCc1ccc(Nc2ccc(S(=O)(=O)N3CCOCC3)cc2[N+](=O)[O-])cc1	1.6
O=[N+]([O-])c1ccc(COc2ccccc2/C=N/O)cc1	i
C#CCOCCOCCOCCNc1nc(N2CCN(C(=O)[C@H]([C@@H](C)CC)n3cc(CCC(=O)O)nn3)CC2)nc(N2CCN(C(=O)[C@H](CCCCN)n3cc(CC(C)O)nn3)CC2)n1 (stereo partly drawn)	0.1
O=C(C1CCCN(CCCc2ccccc2)C1)N1CCCCC1 (stereo not drawn)	1.3
CCOC(=O)N1CCN(C(=O)/C=C/c2ccc3c(c2)OCO3)CC1	i
O=C(CNC(=O)C1CCCCC1)Nc1ccccc1Cl	0.0
Cc1ccc(O)c(C(=O)c2cnc3onc(-c4ccc(F)cc4)c3c2)c1	1.1
COc1cccc(C(=O)NCCCN2CCN(CCCNC(=O)c3cccc(OC)c3)CC2)c1	1.7
Cc1cc(C)nc(N(C#N)C(C)C(=O)N(C)C)n1 (stereo not drawn)	0.4
O=C(NCc1ccc(Cl)cc1)c1cccc(NC(=O)c2ccccc2)c1	i
C=CCNC(=S)Nc1cc(S(=O)(=O)N2CCOCC2)ccc1-n1cncn1	0.3
Cc1ccc(/C=C/C(=O)Nc2nn[nH]n2)o1	i
O=C(O)CCCCn1c(SCc2cc(=O)n3cc(Cl)ccc3n2)nc2ccsc2c1=O	0.1
Cc1ccc(C2CC(c3cccs3)=NN2C(=O)CSc2nc3ccccc3o2)cc1 (stereo not drawn)	3.9
O=[N+]([O-])c1ccc(N/N=C/c2ccccc2)c(F)c1	0.9
CCOc1ccc(C(=O)Nc2cccc(C(=O)O)c2C)cc1Cl	i
CN(C)c1nc(NCc2ccccc2)nc(SCC(=O)Nc2ccccc2Cl)n1	2.2
Cc1cc(N/N=C/c2cccc(Br)c2)nc2ccccc12	0.2
CCCC(C)NC(=O)COc1ccc(S(=O)(=O)c2ccc(OCC(=O)NC(C)CCC)cc2)cc1 (stereo not drawn)	0.1
C=CCC1(C#N)C(SC)=NC2=C(C(=O)CC(C)(C)C2)C1c1ccc(Br)cc1 (stereo not drawn)	6.7
O=[N+]([O-])c1cccc(S(=O)(=O)NCC2CCCO2)c1 (stereo not drawn)	i
O=C(NCc1cccnc1)[C@@H]1CC=C[C@@H]2CCN(Cc3ccc(Cl)c(Cl)c3)C(=O)[C@@H]21	i
O=C(NCCSCc1ccccc1)c1ccccc1	0.9
O=C(COc1ccc(Cl)cc1)Nc1c(-c2cccs2)nc2ccccn12	1.2
CCNc1ccc(C(=O)OCC(=O)NCc2ccc(C)cc2)cc1[N+](=O)[O-]	0.9
COc1cc(C(=O)NC(=S)N(CCc2ccccc2)CCc2ccccc2)cc(OC)c1OC	i
CCOc1cc(/C=N/NC(=O)CN2CCOCC2)ccc1OCc1ccccc1	i
CCSc1ncnc2c1sc1nc3c(cc12)COC(C)(C)C3	i
COc1ccc(CSCC(=O)Nc2ccccc2SC)cc1	i
CCOc1ccc(C(=O)NC(=S)Nc2ccc(N3CCCCC3)cc2)cc1[N+](=O)[O-]	1.8
c1csc(COc2ccccc2CNC2CCCCC2)c1	0.5
Cc1ccc(C)c(N2CCN(c3cnn(-c4nc5ccccc5s4)c(=O)c3Cl)CC2)c1	0.2
Cc1ccc(C2=NN(CC(=O)NCc3ccco3)C(=O)CC2)cc1	0.9

New compounds follow:
Structure	Dengue virus CPE
CC(C)CN(CCOc1cccc(N2C(=O)C3=C(CCCC3)C2=O)c1)CC(C)C	0.9
Cc1ccc(COc2ccc(/C=N/O)cc2)cc1	0.5
OC(COCc1ccccc1)CN1CCc2ccccc2C1 (stereo not drawn)	0.5
S=C(NCCCN1CCOCC1)Nc1ccc(Cl)c(Cl)c1	i
CCC(=O)c1ccc(OCC(O)CNCc2ccc(F)cc2)cc1 (stereo not drawn)	i
CCCCC/C=C/C1=CC(=O)C[C@H](c2ccc(OC)cc2)C1	1.2
COc1cc(NC(=S)N2CCN(c3ccccn3)CC2)cc(OC)c1	i
O=C1CSC(=S)N1N=C1CCCCCC1	i
CN(CC(=O)Nc1ccc(Cl)cc1)c1ccc(S(=O)(=O)N2CCCCC2)cc1[N+](=O)[O-]	13*
Cc1ccccc1N1CCN(C(=S)c2ccc([N+](=O)[O-])cc2)CC1	i
NC(=O)N(CCC(=O)O)c1ccccc1	0.1
CCOC1=NS(=O)(=O)c2ccccc21	i
COCCn1c(=NC(=O)c2ccco2)sc2cc(C(=O)OC)ccc21	2.0
CC(C)CNC(=O)C(=O)NN=C1CCCCCC1	0.0
COc1ccc(-c2c(-c3ccc4c(c3)OCO4)noc2C)cn1	0.4
Cc1ccc(NS(=O)(=O)c2cccc(C(=O)N/N=C/c3ccc4c(c3)OCCO4)c2)c(C)c1	0.0
CC1(C)Cc2ccccc2C(=C(C#N)C#N)N1	i
O=C1S/C(=C\c2ccccc2)C(=O)N1CC(O)Cn1c2ccccc2c2ccccc21 (stereo not drawn)	i
CCOC(=O)C1=C(C(F)(F)F)Nc2ncnn2C1c1ccc(OC)cc1OC (stereo not drawn)	i
CC(C)(C)N(Cc1ccccc1)C(=O)COC(=O)CCc1c[nH]c2ccccc12	0.3
Cc1ccc(SC[C@H](C)CN2CC[C@H](NC(=O)OCc3ccccc3)CCC2=O)cc1	0.2
CCc1c(-c2n[nH]c(=S)n2Cc2ccccc2)csc1C	1.0
CN(C)S(=O)(=O)c1cccc(NC(=S)NC(=O)C2CCCCC2)c1	i
COc1ccccc1CNc1cc(-c2ccccc2)ccc1OC	1.5

The closing 5 compounds of the section above come first, to join the parts:
Structure	Dengue virus CPE
CC(C)(C)N(Cc1ccccc1)C(=O)COC(=O)CCc1c[nH]c2ccccc12	0.3
Cc1ccc(SC[C@H](C)CN2CC[C@H](NC(=O)OCc3ccccc3)CCC2=O)cc1	0.2
CCc1c(-c2n[nH]c(=S)n2Cc2ccccc2)csc1C	1.0
CN(C)S(=O)(=O)c1cccc(NC(=S)NC(=O)C2CCCCC2)c1	i
COc1ccccc1CNc1cc(-c2ccccc2)ccc1OC	1.5
CCCSc1nc2[nH]ncc2c(=O)[nH]1	0.6
Cc1nnc(-c2ccc(Oc3ccc(Cl)cc3)c([N+](=O)[O-])c2)o1	5.1
COc1cccc2c1OCC/C2=N\NC(=O)COc1ccc(C)cc1	i
O=C(CSc1ccc2ccccc2c1)Nc1ccc(S(=O)(=O)Nc2nccs2)cc1	0.0
CC1(C)Cc2c(c(-c3ccco3)nc3sc4c(NCC5CCCO5)ncnc4c23)CO1 (stereo not drawn)	i
COCCN(C(=S)Nc1c(C)cc(C)cc1C)C(C)c1cccnc1 (stereo not drawn)	i
COc1ccc(C(=O)Nc2ccc([N+](=O)[O-])cn2)c(OC)c1	0.0
COc1ccc2sc(-c3ccc(SC)cc3)c(-c3ccc(O)cc3)c2c1	i
O=[N+]([O-])c1ccc(-c2cnc(NO)nc2)cc1	i
CC(C)(C)c1cc(-n2ccnc2)n2ncc(-c3ccc(Cl)cc3)c2n1	8.7
